Compound activity deposited in PubChem BioAssay by several laboratories.
MEKK2mut PB1 HTS – signal of MEK5 binding to mutant human MEKK2 PB1 domain. bead flow cytometry, Alexa488-MEK5 binding to MEKK2 mutant. percent response, % at 10 µM. 290,000 tested, 0.35% active. AID 1530; in the data active = percent response above about 24%, passing the limit was not always enough; note: inactives centre near 1; some results filed as inactive read as strong as hits; reference of the scale not given here
V1aR counter – V1a receptor agonism, counter-screen for OXTR agonists | AID 2797 | activation, % at 3 µM | CHO-V1R cells, Fluo-8 calcium fluorescence, agonist mode; 0% DMSO, 100% 3 nM vasopressin | P37288 | 320,000 tested, 0.25% active;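 active = activation above the mean activation of all tested compounds plus 3 SD, per screening run, cut at about 20% in these data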;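 note: signal is peak over basal fluorescence ratio across a 100 second FLIPR read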
GalR3 antag – blocks the human galanin receptor 3 | O60755 | HEK293 GalR3-CNG cAMP membrane potential fluorescence; galR3 body fused to GalR1 C-terminus | inhibition, % at 3 µM | 360,000 tested, 0.44% active | AID 651719;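 active = inhibition above the screen-wide average plus 3 SD, cut at about 13% in these data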;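 note: forskolin and galanin both at EC90 stimulate the cells; cAMP rise reported by CNG channel membrane potential dye signal; 0% = forskolin plus galanin with DMSO and 100% = forskolin alone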
Target sequence (O60755 1-299 limits assumed): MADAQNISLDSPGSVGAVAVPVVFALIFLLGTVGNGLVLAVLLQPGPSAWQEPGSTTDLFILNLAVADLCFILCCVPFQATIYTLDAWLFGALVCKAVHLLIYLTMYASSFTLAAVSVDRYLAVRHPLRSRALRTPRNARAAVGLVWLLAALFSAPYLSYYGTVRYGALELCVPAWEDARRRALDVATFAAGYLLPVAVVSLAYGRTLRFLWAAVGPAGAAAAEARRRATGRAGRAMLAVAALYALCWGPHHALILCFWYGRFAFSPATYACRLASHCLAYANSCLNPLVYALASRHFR
M18AAP inhibitor – blocks P. falciparum M18 aspartyl aminopeptidase | recombinant PfM18AAP, H-Glu-NHMec fluorogenic cleavage | 290,000 tested, 1.2% active | inhibition, % at 7.35 µM;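 active = inhibition above the campaign mean inhibition over all tested compounds plus 3 SD, cut at about 28% in these data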;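 note: 0% = plate median of test compound wells and 100% = 2 mM ZnCl2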
NALP1 yeast inh – inhibitors of NALP1 inflammasome in yeast; S. cerevisiae NALP1/ASC/caspase-1 growth, X-gal OD620, 72 h; inhibition, % at 10 µM; 280,000 tested, 0.61% active; AID 2071; in the data active = inhibition mostly above about 24%, no sharp cut-off; inactive = mostly below about 32%; note: some compounds called inactive have numbers as strong as hits
OXTR agonist – agonists of human oxytocin receptor. 320,000 tested, 0.32% active. CHO-OTR cells, Fluo-8 calcium fluorescence; normalized: DMSO 0%, oxytocin 100%. activation, % at 3 µM;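 active = activation above the mean of all tested compounds plus 3 SD, cutoff set per screening run, cut at about 20% in these data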;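 note: peak over basal fluorescence ratio from a 100 s FLIPR kinetic read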
Target sequence (P30559 whole entry, looked up): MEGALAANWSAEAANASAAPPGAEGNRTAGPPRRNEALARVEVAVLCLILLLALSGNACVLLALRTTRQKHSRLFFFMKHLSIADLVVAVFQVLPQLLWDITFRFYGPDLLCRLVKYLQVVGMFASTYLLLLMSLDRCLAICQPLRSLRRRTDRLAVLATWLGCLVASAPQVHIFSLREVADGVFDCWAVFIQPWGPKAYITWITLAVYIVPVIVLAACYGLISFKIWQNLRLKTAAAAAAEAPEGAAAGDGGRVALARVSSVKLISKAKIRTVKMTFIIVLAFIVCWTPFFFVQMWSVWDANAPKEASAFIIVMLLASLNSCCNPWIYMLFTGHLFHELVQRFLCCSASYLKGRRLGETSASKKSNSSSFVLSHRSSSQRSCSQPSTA
MEKK2 WT-MEK5 – raises or lowers MEK5 binding to wildtype human MEKK2 PB1 domain | Q9Y2U5 | bead flow cytometry, Alexa488-MEK5 binding to MEKK2 WT; actives lie on both sides | binding response (% of control), % at 10 µM | 290,000 tested, 1.1% active | AID 1531; in the data active = binding response below about 67% or above about 130%
OXTR potentiator – human OXTR potentiation; CHO-OTR cells, Fluo-8 calcium fluorescence, potentiator mode; 0% = oxytocin EC15, 100% = EC100; activation, % at 3 µM; 320,000 tested, 0.061% active; AID 2445;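 active = activation above that plate's cutoff, the mean activation of tested compounds plus 3 SD, cut at about 6.6% in these data, passing the limit was not always enough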;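 note: 100% uses oxytocin at 75 nM as the full agonist control; some results filed as inactive read as strong as hits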
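test system = CHO-OTR cells, human receptor | compound = single-point 3.0 µM | schedule = 6 min compound pre-incubation at room temperature, 100 s kinetic read | signal = Fluo-8 no-wash calcium dye fluorescence, excitation 470-495 nm, emission 515-575 nm | repeats = single well per compound, singlicate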
GPR7 antagonist – antagonists of human GPR7 (neuropeptides B/W receptor 1); P48145; GPR7-expressing cells, fluorescence antagonist assay; inhibition, % at 4.4 µM; 290,000 tested, 1.1% active; in the data active = inhibition above about 16%, passing the limit was not always enough;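 note: cells stimulated with the agonist NPW; 0% = agonist with vehicle and 100% = vehicle without agonist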
Target sequence (P48145 whole entry, looked up): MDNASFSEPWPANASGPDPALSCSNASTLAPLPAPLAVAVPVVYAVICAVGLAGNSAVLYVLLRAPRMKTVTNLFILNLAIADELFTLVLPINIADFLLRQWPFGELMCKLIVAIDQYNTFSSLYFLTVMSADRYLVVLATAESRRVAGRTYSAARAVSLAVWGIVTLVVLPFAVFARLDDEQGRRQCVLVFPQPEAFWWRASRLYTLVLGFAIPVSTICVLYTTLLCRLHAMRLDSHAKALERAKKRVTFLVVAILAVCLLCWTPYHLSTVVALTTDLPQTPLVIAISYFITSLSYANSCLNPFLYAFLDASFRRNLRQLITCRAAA
An asterisk follows results filed as active; . = not tested or not shown. Outcome played no part in choosing rows; overall some 4.1% were active at least once.

SMILES | MEKK2mut PB1 HTS | V1aR counter | GalR3 antag | M18AAP inhibitor | NALP1 yeast inh | OXTR agonist | MEKK2 WT-MEK5 | OXTR potentiator | GPR7 antagonist
CCOC(=O)CNC(=O)CSc1nc(Cc2cccs2)nc2ccccc12 | 0.0 | -1.4 | 0.9 | 3.0 | 8.8 | -1.9 | 101.0 | -0.2 | -5.8
O=C(CCc1ccccc1)N1CCCN(C(=O)CCc2ccccc2)CC1 | 3.0 | 1.3 | 3.8 | -8.1 | 5.1 | 0.3 | 104.0 | -5.7 | -2.2
CCCc1ccc(C(=O)N2CCN(c3ccccc3OCC)CC2)cc1 | 4.0 | -1.7 | -5.7 | -4.1 | 43.7 | -1.6 | 94.0 | -4.3 | -9.3
COc1ccccc1N(C)S(=O)(=O)c1ccc(C(=O)Nc2nc(C)c(C(C)=O)s2)cc1 | . | 8.4 | -5.0 | . | . | 8.6 | . | -9.9 | .
O=S(=O)(Nc1cc(Cl)ccn1)c1ccc(Cl)cc1 | 9.0 | -0.5 | -6.6 | -5.9 | -8.5 | -1.9 | 103.0 | -3.9 | -9.5
CN1CCN(CCN2CCn3c2nc2ccccc23)CC1 | -2.0 | 0.8 | -2.2 | 5.8 | -11.2 | -0.4 | 105.0 | -8.9 | 3.9
CC(Nc1ccc(Br)cc1)C(=O)N/N=C/c1ccccc1OCc1ccccc1 (configuration not stated) | -5.0 | 0.4 | -4.2 | -0.3 | 12.5 | 4.8 | 103.0 | -20.2 | -0.8
CCOC(=O)c1cnc(SCC(=O)Nc2sc(C)c(C)c2C#N)nc1N | -3.0 | -0.2 | -1.4 | 0.0 | 11.5 | -0.4 | 90.0 | -12.7 | -17.1
COC(=O)c1ccc(CSc2ncnc3c2nnn3-c2ccc(F)cc2)o1 | 1.0 | 0.1 | 6.5 | -3.6 | -6.3 | 0.9 | 100.0 | -3.0 | -12.1
O=c1c2cn[nH]c2[nH]c(=S)n1-c1cccc2ccccc12 | -1.0 | -0.9 | -11.3 | 51.2* | 18.7 | -1.1 | 101.0 | -2.3 | -1.1
CN1/C(=C\C(=O)c2ccccc2Cl)c2ccccc2CC1(C)C | -1.0 | 1.1 | -1.2 | 5.1 | 21.7 | -0.4 | 101.0 | -4.2 | -5.6
Cc1ccc(C(=O)NCC(=O)NCC(=O)OCC(=O)c2ccc(Br)cc2)cc1 | -2.0 | 2.1 | -0.8 | -2.2 | 18.6 | 0.6 | 101.0 | -3.8 | -10.6
CCN(C[C@H]1N[C@@](C)(C(=O)OC)[C@H]2C(=O)N(Cc3ccccc3)C(=O)[C@@H]12)C(=O)c1ccc(C)cc1 | . | -1.5 | -3.7 | . | . | -1.2 | . | -2.0 | .
CCn1c(=O)cc(OCC(=O)Nc2ccc(OC)c(OC)c2)c2ccccc21 | 1.0 | 0.5 | -6.4 | 1.5 | -4.6 | 0.2 | 107.0 | -5.6 | -3.8
CC(=O)Oc1ccc(C(=O)Cc2ccc3ccccc3n2)c(O)c1C | 7.0 | 3.1 | -1.9 | 6.5 | 21.8 | 2.3 | 105.0 | 1.9 | -10.1
O=C(COC(=O)CNC(=O)c1ccccc1)Nc1ccc(Cl)cc1C(F)(F)F | 4.0 | 1.0 | 3.7 | -5.2 | 20.5 | -0.2 | 106.0 | -2.6 | -4.3
Cc1ccc(Cl)cc1N1C(=O)CC(C)(C)CC1=O | 0.0 | 1.1 | -7.4 | -11.1 | 13.4 | 2.4 | 98.0 | 0.9 | -7.3
CC1CCN(c2ccc3nnc(CCC(=O)NC(C)C)n3n2)CC1 | 1.0 | -0.1 | -8.8 | 3.6 | 13.1 | -1.8 | 101.0 | -7.8 | -0.7
c1ccc(CSc2ccc(-c3cccs3)nn2)cc1 | 1.0 | -0.4 | -7.7 | -1.7 | 38.6 | -1.0 | 106.0 | -2.5 | 0.3
O=C(NC(Cc1ccccc1)C(=O)N1CCCCC1)c1ccccc1 (configuration not stated) | . | -0.4 | 1.3 | . | . | -0.4 | . | -4.1 | .
O=C(/C=C/c1ccc(Cl)cc1)N(Cc1ccccc1)c1ccccn1 | -1.0 | -0.1 | -3.1 | 2.1 | 7.5 | -1.8 | 98.0 | -5.3 | -2.4
CSc1ccc(CNC(=O)C2CCC(=O)N(Cc3cccc(F)c3)C2)cc1 (configuration not stated) | -4.0 | . | -0.4 | -0.5 | 4.8 | . | 104.0 | . | -7.3
COc1ccc(CC(=O)NCCCCc2ccccc2)cc1OC | . | 1.8 | -7.3 | . | . | 0.1 | . | -3.0 | .
COc1ccccc1C(=O)N(C)CC(=O)Nc1ccc(N2CCOCC2)cc1 | . | 0.1 | -2.2 | . | . | 1.2 | . | 6.3 | .
CCc1cc(CNC(=O)CC2C(=O)NCCN2Cc2ccccc2C(F)(F)F)on1 (configuration not stated) | 6.0 | 0.9 | -2.5 | -5.2 | -15.9 | 0.2 | 107.0 | -0.6 | 0.4
CCn1cc(CN2CCC(C(=O)Nc3cccc(-c4cccc(Cl)c4)c3)CC2)cn1 | 21.0 | 10.6 | -5.5 | -7.9 | 32.7 | 1.5 | 160.0* | -14.2 | 21.3
Cc1cc(C(=O)CCC(=O)N2CCN(c3ccccc3O)CC2)c(C)s1 | . | 1.2 | -5.9 | . | . | -0.7 | . | -2.0 | .
COC(=O)c1ccc(C2OCC(C)(C)CO2)cc1 | -9.0 | -1.4 | -3.4 | -2.9 | 8.1 | -1.2 | 93.0 | -8.4 | -10.5
CCCCN(CC)CCNC(=O)c1cc2c(-c3ccccc3F)nn(C)c2s1 | 17.0 | 1.1 | -14.6 | -0.1 | 19.9 | 2.8 | 126.0 | -12.6 | -3.5
CSc1nc2ccc(NS(=O)(=O)c3ccc(Br)s3)cc2s1 | -4.0 | 4.9 | -6.3 | -1.9 | -1.1 | -0.7 | 91.0 | -13.7 | -12.6
Cc1cccc2cc(CN(Cc3nnnn3C3CCCC3)C3CCCCC3)c(=O)[nH]c12 | -1.0 | -0.2 | -5.0 | 7.4 | . | 0.5 | 98.0 | -11.7 | -13.9
COc1ccccc1N1CCN(C2CC(=O)N(c3cccc(Br)c3)C2=O)CC1 (configuration not stated) | 8.0 | . | -7.0 | -1.5 | -3.7 | . | 118.0 | . | -9.8
Cc1nn(C(=O)c2cccnc2)c(C)c1Sc1ccccc1 | 1.0 | 0.9 | -1.7 | 3.3 | 25.7 | -2.0 | 102.0 | 0.1 | -7.1
COc1cc(OC)cc(C(=O)NCCOc2ccccc2)c1 | 4.0 | -0.9 | -1.9 | 2.1 | 5.1 | -1.4 | 103.0 | -13.5 | 11.6
CN(C(=O)COC(=O)c1cc([N+](=O)[O-])ccc1Cl)c1ccccc1 | 6.0 | -1.1 | 3.8 | -1.2 | 16.2 | -1.2 | 103.0 | -14.1 | -9.3
COC/C=C/C1=CC2=CC(=O)C(C)(OC(=O)c3cnc4ccccc4n3)C(=O)C2=CN1CCCCO (configuration not stated) | 1.0 | 0.8 | -8.3 | . | . | 0.8 | 92.0 | -7.1 | .
O=C(O)c1ccccc1C(=O)N1CC=C(c2ccccc2)CC1 | -3.0 | -0.3 | -4.0 | 4.5 | -7.4 | 0.4 | 96.0 | -5.0 | -3.6
Cc1cc(C)n(CCN(C)Cc2cn[nH]c2-c2ccc(F)cc2F)n1 | 1.0 | 0.0 | -1.5 | 0.6 | -1.2 | 0.2 | 101.0 | -1.0 | -14.9
COC(=O)/C=C/c1ccccc1S(=O)(=O)N(Cc1ccccc1)Cc1ccco1 | 5.0 | 0.8 | -3.0 | . | 12.5 | 0.1 | 100.0 | -11.1 | .
c1cc2nncn2nc1N1CCCC1 | 0.0 | 0.2 | -0.7 | -0.6 | 15.9 | 0.1 | 99.0 | -8.3 | -0.7
Cc1ccc(SCCN2CCN(CCc3ccccc3)CCC2=O)cc1 | 5.0 | 10.8 | -4.6 | . | -1.0 | 0.0 | 109.0 | -5.2 | .
C/C(=N\NC(=O)CN1CCOCC1)C(C)(C)C | 8.0 | 1.0 | -6.1 | 0.7 | 26.7 | -0.4 | 102.0 | 0.9 | -3.5
CCOc1ccc(N2CC(C(=O)NCc3nnnn3-c3ccc(C)c(C)c3)CC2=O)cc1 (configuration not stated) | 3.0 | -1.0 | -9.0 | 2.0 | -5.9 | -2.9 | 107.0 | -1.4 | -0.1
CCN(CC(=O)Nc1ccc(NC(C)=O)cc1)CC(=O)Nc1ccc(Cl)c(Cl)c1 | 7.0 | 0.7 | -9.2 | 8.9 | 10.8 | 0.2 | 105.0 | -8.1 | -13.6
C=CCNC(=O)c1cccc(NS(=O)(=O)c2ccc(Cl)cc2)c1 | -3.0 | 2.5 | -0.4 | -2.0 | 1.4 | 0.5 | 96.0 | -17.6 | -5.5
COc1ccccc1C(=O)COC(=O)CN1C(=O)C2CC=CCC2C1=O (configuration not stated) | . | 0.3 | -3.0 | . | . | -0.6 | . | -7.0 | .
O=C(O)Cc1sc(Nc2ccc(F)cc2)nc1-c1cccs1 | -4.0 | 2.6 | -1.6 | 29.0* | 14.0 | 5.4 | 85.0 | -2.6 | 3.3
O=C(NCC1CCCO1)C1CCCN(S(=O)(=O)c2ccc(Cl)cc2)C1 (configuration not stated) | 1.0 | 0.0 | -10.5 | 3.6 | 8.4 | 1.5 | 101.0 | -3.1 | -1.0
Cn1c(C(O)c2ccc(Cl)cc2)nc(Cl)c1Cl (configuration not stated) | 6.0 | -0.6 | -1.7 | 0.1 | 3.9 | -2.2 | 109.0 | -12.4 | -9.5
Cc1ccc(NS(=O)(=O)c2ccccc2[N+](=O)[O-])cc1C | -2.0 | 0.7 | -4.2 | -5.7 | 20.2 | -2.1 | 98.0 | -7.1 | -3.2
COc1ccc(NC(=O)COc2cc(C)cc(C)c2)cc1S(=O)(=O)N1CCCCC1 | . | -0.5 | -4.9 | . | . | -1.2 | . | -5.9 | .
CN1CCN(c2ccc(NC(=S)NC(=O)c3cccc4c(Br)cccc34)cc2)CC1 | 22.0 | 6.9 | 0.4 | -1.0 | 8.3 | 2.1 | 173.0* | -7.6 | 2.5
O=C1C2C(C(=O)N1Cc1ccco1)C1C=CC2C12CC2 (configuration not stated) | -1.0 | -0.1 | 4.1 | 2.8 | 14.4 | -0.1 | 87.0 | -4.5 | 9.7
CCn1c(SCC(=O)NC2CCCc3ccccc32)nnc1-c1ccncc1 (configuration not stated) | 3.0 | 0.2 | -9.5 | 1.1 | 3.4 | 0.6 | 107.0 | -1.2 | -8.3

Arranged by count of non-hydrogen atoms (lowest first): four of the compounds above
SMILES | MEKK2mut PB1 HTS | V1aR counter | GalR3 antag | M18AAP inhibitor | NALP1 yeast inh | OXTR agonist | MEKK2 WT-MEK5 | OXTR potentiator | GPR7 antagonist
O=C1C2C(C(=O)N1Cc1ccco1)C1C=CC2C12CC2 (configuration not stated) | -1.0 | -0.1 | 4.1 | 2.8 | 14.4 | -0.1 | 87.0 | -4.5 | 9.7
O=C(O)c1ccccc1C(=O)N1CC=C(c2ccccc2)CC1 | -3.0 | -0.3 | -4.0 | 4.5 | -7.4 | 0.4 | 96.0 | -5.0 | -3.6
COc1ccccc1C(=O)COC(=O)CN1C(=O)C2CC=CCC2C1=O (configuration not stated) | . | 0.3 | -3.0 | . | . | -0.6 | . | -7.0 | .
COC(=O)c1ccc(CSc2ncnc3c2nnn3-c2ccc(F)cc2)o1 | 1.0 | 0.1 | 6.5 | -3.6 | -6.3 | 0.9 | 100.0 | -3.0 | -12.1
